Compound activity: PubChem, several laboratories
human PMI inhibitors – human PMI inhibitors, high substrate, primary screen, biochemical, fluorescence intensity, high mannose 6-phosphate (AID 1220). recombinant PMI enzyme, coupled fluorescence intensity; higher % means a stronger effect. one-dose inhibition, % at 20 µM; IC50 in µM for titrated hits. actives 0.66% (n = 190,000). Mannose-6-phosphate isomerase (Homo sapiens)
RSV antiviral HEp-2 – RSV antiviral activity via CPE protection, HEp-2 cells, primary 10 µM value included (AID 2391); HEp-2 cells, RSV-induced CPE inhibition; higher % means a stronger effect; CPE inhibition, % at 10 µM, or IC50 in µM where a hit was titrated; actives 0.13% (n = 310,000); in the data active = a potency from the dose series; inconclusive = CPE inhibition mostly from about 23% at the one dose, without a potency; inactive = the rest, 99 in 100 with CPE inhibition below about 21%; also: strong numbers were not always called active
TNAP activation fold – human TNAP enzyme activators, primary screen, biochemical, luminescent, no phosphate acceptor, uHTS (AID 1001) | activation fold at 20 µM; hits with a dose series show EC50 in µM | purified TNAP, luminescent activation assay, no phosphate acceptor; higher activation fold means a stronger effect | Alkaline phosphatase, tissue-nonspecific isozyme (Homo sapiens) | actives 0.03% (n = 200,000); in the data active = activation fold from about 3, or a potency from the dose series; inactive = the rest, 99 in 100 with activation fold below about 1.6; also: many of its hits are not listed in these tables
Myeloid diff MLP – induction of myeloid progenitor differentiation, primary screen, cell-based, flow cytometry, MLPCN library. calls only at 10 µM. AID 624256, 2012. ER-HoxA9 myeloid progenitors, lysozyme-GFP differentiation. actives 1% (n = 360,000);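 active = normalized GFP-positive differentiation at or above the plate's own cutoff, the solvent-only control mean plus 3 SD; inconclusive = no clear call, values can overlap the other calls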;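 also: cells exposed to compound for four days before flow analysis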
Siah-1 displacement – Siah-1 peptide-binding antagonists, primary screen, biochemical, fluorescence polarization, rhodamine-plectin, uHTS (AID 1817) | E3 ubiquitin-protein ligase SIAH1 (Homo sapiens) | Siah-1 / rhodamine-plectin peptide fluorescence polarization; higher % means a stronger effect | one-dose displacement, % at 20 µM; IC50 in µM for titrated hits | actives 0.02% (n = 290,000);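 active = displacement of at least 50% at 20 µM, with a fluorescence ratio check between 0.3 and a set limit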;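 also: plate controls were Siah plus tracer with DMSO for no effect and tracer alone without Siah for full effect; strong numbers were not always called active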
XIAP antagonists – XIAP antagonists, biochemical, IAP family, fluorescence polarization (AID 1018); E3 ubiquitin-protein ligase XIAP (Homo sapiens); XIAP BIR domain, fluorescence polarization peptide displacement; higher % means a stronger effect; one-dose displacement, % at 20 µM; IC50 in µM for titrated hits; actives 0.007% (n = 200,000); in the data active = displacement above about 50%; also: a part of the inactive calls stands beside numbers as strong as those of hits
WT yeast gro inh – growth inhibition of WT strain, primary screen, mitochondrial fusion inhibitor project, WT and mutant strains, chemical genetic; inhibition, % at 10 µM; actives 2.1% (n = 190,000); mitochondrial fusion phenotypic screen; AID 1362, 2008; in the data active = inhibition above about 58%; tested in S. cerevisiae
Salmonella PhoP GFP – inhibitors of PhoP regulon expression, primary screen, Salmonella Typhimurium, GFP reporter (AID 1863); actives 0.16% (n = 300,000); inhibition, % at 50 µM; hits with a dose series show IC50 in µM; S. Typhimurium PhoP-regulated promoter GFP reporter, 4 h; higher % means a stronger effect;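 active = inhibition over 29.93%, a cutoff 3 SD above the screen mean, later confirmed by dose response; inconclusive = inhibition over 29.93% but no dose response follow-up; inactive = inhibition at most 29.93% or unconfirmed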;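 also: 0% = low Mg2+ inducing control and 100% = high Mg2+ repressing control; strong numbers were not always called active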
human PMI inhibition – inhibitors of human PMI, primary screen, biochemical, fluorescence intensity, coupled assay (AID 1209); purified PMI enzyme, coupled fluorescence intensity; higher % means a stronger effect; actives 0.42% (n = 190,000); inhibition, % at 20 µM; hits with a dose series show IC50 in µM;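 also: plate controls were DMSO vehicle for no effect and wells lacking substrate for full effect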
WT yeast gro inh mutant strain – recorded beside WT yeast gro inh, whose call it bears; inhibition, %; mitochondrial fusion phenotypic screen, mutant strain inhibition
Myeloid diff MLP GFP+ MAC1+ % – recorded beside Myeloid diff MLP, whose call it bears; GFP+ MAC1+ double positive, %; measured here: differentiation confirmed by MAC1 staining
Numbers without * were called inactive; i = inactive; ? = inconclusive; . = not tested or not shown. Rule as the data show it, unless noted: active = inhibition above about 50%; inactive = the rest.

Values run as follows: Myeloid diff MLP GFP+ MAC1+ %	human PMI inhibition	RSV antiviral HEp-2	Myeloid diff MLP	Salmonella PhoP GFP	XIAP antagonists	human PMI inhibitors	Siah-1 displacement	TNAP activation fold	WT yeast gro inh	WT yeast gro inh mutant strain
CCCn1c(SCC(=O)c2ccc(OC)c(OC)c2)nc2c1c(=O)n(C)c(=O)n2C
  1.1	-24%	0.1%	i	2%	-12%	-12%	-3%	1	-10	-9
O=C(CC1NC(=O)NC1=O)Nc1cccc2ccccc12 (stereo not given)
  8.2	11%	5.0%	i	-6%	-3.7%	5%	-5%	1.1	7	-4
CC(C)OC(=O)CNc1n[nH]c(=S)[nH]c1=O
  0.5	3%	.	i	-4%	-11%	-1%	2%	1.1	-1	3
CC1CC(C)(C)NC(=S)N1CCCC(=O)N1CCN(c2ccccc2F)CC1 (stereo not given)
  0.4	-4%	1.1%	i	-20%	-7.6%	-9%	8%	0.8	0	16
CC(C)n1cc(CN2CCC(n3nccc3NC(=O)CCCc3ccccc3)CC2)cn1
  0.7	.	0.9%	i	3%	.	.	-4%	.	.	.
Cc1nn(CC(=O)NCCCN2CCC(Cc3ccccc3)CC2)c(=O)c2cc(-c3ccccc3)nn12
  5.1	.	1.6%	i	4%	.	.	2%	.	.	.
CCOC(=O)c1ccc(NC(=O)c2ccc(NC(=O)C3CCCO3)cc2)cc1 (stereo not given)
  2.0	.	12%	i	5%	.	.	4%	.	.	.
COc1ccc(CCNC(=O)CN2CCOc3ccccc32)cc1OC
  1.7	-2%	1.8%	i	-1%	-3.8%	10%	15%	1.1	-1	0
O=C(O)Cn1c(C(F)(F)F)nc2ccccc21
  8.0	6%	-1.1%	i	6%	-6.2%	-1%	1%	1.1	43	13
CCC(C)c1ccc(O)c(/C=N/O)c1 (stereo not given)
  0.6	10%	1.9%	i	-1%	2.0%	7%	1%	1.1	14	23
O=c1[nH]c2ccc(S(=O)(=O)N3CCN(c4ccc(F)cc4)CC3)cc2o1
  0.4	.	7.7%	i	-13%	.	.	-2%	.	.	.
COc1ccc(NC(=O)COC(=O)CCCN2C(=O)c3ccccc3C2=O)cc1Cl
  0.6	10%	2.5%	i	24%	-2.6%	18%	6%	1.1	7	-13
Cc1c(-c2ccccc2)nc2ccccc2c1C(=O)NCc1cccs1
  0.6	10%	2.4%	i	3%	-4.4%	3%	8%	1.1	-6	0
O=C(NC(Cc1ccccc1)C(=O)O)/C(=C/c1ccc([N+](=O)[O-])cc1)NC(=O)c1ccc(Br)o1 (stereo not given)
  0.4	.	3.1%	i	4%	.	.	-4%	.	.	.
O=C(c1ccc(Br)cc1)c1cc([N+](=O)[O-])ccc1N1CCCCC1
  .	19%	2.3%	?	10%	-6.2%	13%	-2%	1	28	2
O=C(NCCN1CCN(C(=O)c2ccc([N+](=O)[O-])cc2)CC1)C(=O)Nc1ccc(F)cc1
  .	.	1.8%	?	-2%	.	.	-2%	.	.	.
COc1cc(/C(C)=N/NC(=O)c2cccc(S(=O)(=O)N3CCCC3)c2)cc(OC)c1OC
  0.3	.	1.1%	i	7%	.	.	-4%	.	.	.
COc1cc2c(=O)n(CC3CCCO3)c(=O)n(CC(=O)Nc3ccc(F)cc3F)c2cc1OC (stereo not given)
  1.3	8%	3.4%	i	7%	-3.0%	14%	12%	1.1	3	-10
CC(=O)c1c(C)[nH]c(C(=O)OCc2nnc(-c3ccccc3)o2)c1C
  0.9	13%	5.2%	i	-3%	-5.3%	10%	-1%	1.1	7	4
O=C(CSc1nc2ccccc2o1)Nc1nc2ccc(Br)cc2s1
  0.9	5%	4.1%	i	-6%	-7.5%	-8%	-7%	1	20	17
NN(Cc1ccccc1)C(=S)Nc1ccc(Cl)c(Cl)c1
  2.1	.	14%	i	4%	.	.	1%	.	.	.
Cc1cccc(C)c1NC(=O)CNCC(=O)N(C)C
  0.3	-2%	-0.6%	i	-6%	-3.2%	3%	-3%	1	-18	31
O=c1cc(CO)occ1OCc1c(F)cccc1Cl
  0.5	8%	2.9%	i	-6%	-5.9%	9%	2%	1	-7	14
Cc1cccc(C2c3[nH]c4ccccc4c3CCN2C(=O)c2cc(CC(C)C)nc(C)n2)n1 (stereo not given)
  0.5	11%	2.5%	i	-12%	-0.1%	5%	0%	1	20	17
Cc1ccc(-c2nn(CC(=O)NC(C)c3ccccc3)c(=O)c3ccccc23)cc1 (stereo not given)
  0.8	-5%	2.2%	i	5%	-5.9%	4%	5%	0.9	18	16
COc1ccc2c(c1)C(C)=CC(C)(C)N2C(=O)C(C)N1C(=O)c2ccccc2C1=O (stereo not given)
  7.1	-2%	2.2%	i	-15%	-3.0%	6%	2%	1	-6	4
CS(=O)(=O)NN1C(=O)c2ccccc2NC1c1ccccc1F (stereo not given)
  0.1	.	0.1%	i	0%	.	.	3%	.	.	.
O=C(COc1ccccc1[N+](=O)[O-])OCCCOC(=O)COc1ccccc1[N+](=O)[O-]
  3.9	.	0.7%	i	-4%	.	.	10%	.	.	.
Cn1cnc2cc(OC(=O)c3ccccc3)ccc21
  9.2	8%	1.5%	i	-10%	-5.0%	0%	0%	1	-2	7
Cc1cccc(OCCCC(=O)Nc2ccc(S(N)(=O)=O)cc2)c1
  0.4	0%	1.4%	i	4%	-6.8%	10%	2%	1	-6	5

Laid out differently: 3 of the compounds above.
SMILES | Myeloid diff MLP GFP+ MAC1+ % | human PMI inhibition | RSV antiviral HEp-2 | Myeloid diff MLP | Salmonella PhoP GFP | XIAP antagonists | human PMI inhibitors | Siah-1 displacement | TNAP activation fold | WT yeast gro inh | WT yeast gro inh mutant strain
Cc1cccc(C)c1NC(=O)CNCC(=O)N(C)C | 0.3 | -2% | -0.6% | i | -6% | -3.2% | 3% | -3% | 1 | -18 | 31
O=c1cc(CO)occ1OCc1c(F)cccc1Cl | 0.5 | 8% | 2.9% | i | -6% | -5.9% | 9% | 2% | 1 | -7 | 14
Cc1cccc(C2c3[nH]c4ccccc4c3CCN2C(=O)c2cc(CC(C)C)nc(C)n2)n1 (stereo not given) | 0.5 | 11% | 2.5% | i | -12% | -0.1% | 5% | 0% | 1 | 20 | 17

The listing continues.
Values run as follows: Myeloid diff MLP GFP+ MAC1+ %	human PMI inhibition	RSV antiviral HEp-2	Myeloid diff MLP	Salmonella PhoP GFP	XIAP antagonists	human PMI inhibitors	Siah-1 displacement	TNAP activation fold	WT yeast gro inh	WT yeast gro inh mutant strain
Cc1cc(OCCN2CCCC2)ccc1[N+](=O)[O-]
  0.4	4%	0.0%	i	2%	-13%	3%	2%	1	-5	-1
COc1cc(NC(=S)NCCc2ccccc2)c(OC)cc1NC(=O)C(C)C
  0.8	.	1.4%	i	2%	.	.	10%	.	.	.
O=C(Oc1ccc(Br)cc1C(=S)N1CCOCC1)c1ccc(F)cc1
  1.9	.	-0.1%	i	-4%	.	.	0%	.	.	.
COCCn1c(=NC(=O)c2ccc3c(c2)OCO3)c(C#N)cc2c(=O)n3cccc(C)c3nc21
  .	-6%	.	.	2%	-3.3%	0%	-4%	1.1	-4	-2
NC(=O)CC1C(=O)N(c2ccc(Cl)cc2)C(=S)N1NC(=O)c1cccc(F)c1 (stereo not given)
  0.6	.	-0.8%	i	6%	.	.	1%	.	.	.
NC1=NC[C@H](c2ccccc2)N1CCc1cc(C(F)(F)F)cc(C(F)(F)F)c1
  1.4	.	-2.8%	i	4%	.	.	-4%	.	.	.
COc1ccc(-c2cc(C(=O)NCC(c3ccccc3)N(C)C)c3ccccc3n2)cc1OC (stereo not given)
  0.7	.	-1.5%	i	1%	.	.	2%	.	.	.
O=C1NC(=O)C(=C2CCCCCC2)S1
  0.2	0%	?	i	34%	4.1%	-3%	6%	1	-2	1
CCOC(=O)N1CCC(N2CCN(S(=O)(=O)c3ccc(C)cc3)CC2)CC1
  1.0	0%	1.0%	i	-4%	-7.1%	-8%	-1%	1	1	16
O=C(CSc1nc2scc(-c3ccccc3)c2c(=O)[nH]1)NCCc1ccccc1
  2.5	.	8.2%	i	-5%	.	.	6%	.	.	.
Cc1cc2c(cc(C(=O)NCc3cccnc3)n2Cc2ccc(Cl)cc2)o1
  5.5	13%	1.4%	i	13%	-8.8%	2%	-3%	1	-3	-31
CCOC(=O)c1c(NC(=O)c2cc(-c3cccc(O)c3)on2)sc(C(C)=O)c1C
  1.9	4%	1.7%	i	-2%	9.4%	1%	13%	1	-1	-17
C=CCNC(=O)c1c(N)n(-c2ccc3c(c2)OCO3)c2nc3ccccc3nc12
  5.2	12%	-3.2%	i	-4%	-7.5%	25%	-4%	1.1	7	2
CC(=O)c1c(C)[nH]c(C(=O)OCc2ccc(Br)cc2)c1C
  0.5	12%	1.5%	i	-6%	-5.8%	10%	6%	1.1	13	-19
CC(=O)Nc1ccc(S(=O)(=O)Nn2cnnc2)cc1
  0.0	-10%	1.8%	i	1%	-12%	0%	-3%	1	-20	-15
COc1ccc(C(C)=O)cc1CN1C(=O)C(C)N(c2ccc(C)cc2)C1=O (stereo not given)
  1.5	1%	0.1%	i	1%	-0.4%	6%	2%	1.1	1	-5
O=C(CSc1ccc2nnc(-c3ccncc3)n2n1)NCC1CCCO1 (stereo not given)
  2.4	2%	2.2%	i	-4%	2.7%	-5%	8%	1.1	-1	-1
Cc1cc(S(=O)(=O)NC2CCN(Cc3ccccc3)CC2)c(C)cc1Cl
  0.6	.	0.3%	i	3%	.	.	0%	.	.	.
COc1ccccc1C(=O)NNC(=O)Cc1ccccc1
  0.7	.	1.4%	i	-3%	.	.	6%	.	.	.
CSc1cc(C)n(-c2ccc(Cl)cc2)c(=S)c1C(C)=O
  1.6	0%	2.2%	i	5%	-5.5%	3%	-6%	1	-10	0
NC(=O)CC1C(=O)N(c2ccc(F)cc2)C(=O)N1NC(=O)CCc1ccccc1 (stereo not given)
  0.2	8%	1.1%	i	-2%	-1.0%	6%	4%	1.1	-9	4
